Bioassay records from PubChem BioAssay.
p53ts 39C tox = cytotoxicity in p53ts cells at nonpermissive temperature | H1299-p53A138V viability at 39C, ATP luminescence, 24 h | Potency, µM (doses to about 46.1 µM), for the others: at the top dose activity change, negative = cell killing, most hits filed as cytotoxic | actives 1.5% (n = 130,000); also: nearly all actives have a fitted effect of over 55% in size
p53ts 32C kill = p53ts cell cytotoxicity, permissive temperature; H1299-p53A138V at 32C, ATP luminescence viability, 24 h; Potency, µM (top dose mostly 46.1 µM), inactives show top-dose activity change, negative = cytotoxicity, hits mostly cytotoxic; actives 0.93% (n = 130,000);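 also: 0% = DMSO and -100% = full killing by reference compound; nearly all actives have a fitted effect of over 55% in size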
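ATP-content luminescence (ATPlite) read-out after 24 h compound exposure at 32C in H1299-p53A138V cells (600/well). Tested up to 46 uM. Normalized to DMSO (0%) and 100 uM tamoxifen (100% killing); Hill-fit AC50.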
IkB sig inh = IkB pathway inhibition in ABC-DLBCL cells; Potency, µM (doses to about 57.1 µM), without a hit: at the highest dose IkBa stabilization activation; actives 0.04% (n = 110,000); ABC-DLBCL IkBa-CBG/CBR dual luciferase ratio, 4 h; response scale: scaled: untreated 0%, proteasome inhibitor 100%; AID 445; active = well fitted curve in the direction sought with a large enough effect in the signal ratio, not every such curve was filed as active; inconclusive = small, poorly fitted or top-dose-only effect, or a change in a side signal; the % refers to the signal ratio;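 also: the direction sought is a rising ratio; 0% = basal untreated cells and 100% = reference inhibitor full response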
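Curves were fitted separately to fusion (green), unfused (red) and ratio luminescence, then classed by r2, magnitude and activity. Cells: OCI-Ly3, 4 h compound plus doxycycline at 37C; 10 uM MG-132 defined full response.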
Peg3 imprint = induces erasure of genomic imprints in mouse ES cells; Potency, µM (doses to about 60.7 µM), for the others: at the top dose activity change, positive = activation, most hits filed as activators; actives 0.02% (n = 110,000); mouse ES Peg3-LacZ reporter, beta-gal luminescence, 40 h;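 also: 0% = negative control wells on the plate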
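Readout: BetaGlo luminescence (5 min, room temp) for LacZ from the normally silent maternal Peg3 allele in female Peg3LacZ-Neo ES cells. Cells 300/well, 40 h, 37C, 5% CO2. Data normalized per plate to negative controls.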
Numbers without * were called inactive; u = inconclusive; x = no result given; [ ] = another dose, or the depositor's remark. Unless noted, calls follow the shape of the dose curve; as a rule, active = well fitted curve in the direction sought with a large enough effect; inconclusive = small, poorly fitted or top-dose-only effect, or another doubt; inactive = no such curve, though single readings can be large; an effect the other way counts as inactive or inconclusive. Unless noted, % is scaled to controls: 0 for no effect and ±100 for the full control effect; potency is read from the fitted curve at half-maximal effect.

Structure | p53ts 39C tox | p53ts 32C kill | IkB sig inh | Peg3 imprint
COc1ccc(-n2ncc(C(=O)NCc3ccco3)c2C2CCN(C(=O)OC(C)(C)C)CC2)cc1 | 20% | 4% | u | -4%[10.9 µM]
CCn1c(C(=O)Nc2ccc(C)cc2C)cc2sc(Cl)cc21 | -14% | 9% | 2.6% | 4%[10.9 µM]
CC1(C)OC(C(N)=O)C(C(N)=O)O1 (stereo unspecified) | -9% | 3% | -1.3% | -7%
COc1cccc(C(=O)NCc2ccccc2OC)c1 | -7% | -9% | 5.2% | 22%
CCc1nn(CC(=O)N2CCCCC2)c(=O)c2cc3sccc3n12 | 20% | 7% | -0.9% | 12%[10.9 µM]
Cc1ccc(C)c(N2C(=O)N(Cc3ccccc3C)c3ccccc3S2(=O)=O)c1 | -13% | 18% | u | -6%[10.9 µM]
CCOC(=O)C1CCN(C(=O)CSc2c3c(nc4ccc(Cl)cc24)CCCC3)CC1 | u | u | u | -8%[10.9 µM]
CCOc1ccc(S(=O)(=O)N(C(=O)c2ccncc2)c2ccc3oc(C)c(C(=O)OC)c3c2)cc1 | 7% | 25% | u | -23%[10.9 µM]
CCOC(=O)c1cc(-c2ccccc2)n(CC(=O)N2CCCC2)c1C | -12% | 6% | 0.1% | -5%
CC1CCCCN1Cc1nc2c(c(=O)n(C)c(=O)n2C)n1CCCc1ccccc1 (stereo unspecified) | 12% | 5% | -1.6% | 21%
Cc1ccc(-c2nnc3ccccc3c2C(=O)Nc2cccc(C(F)(F)F)c2)cc1 | -2% | -5% | -2.6% | -2%[10.9 µM]
O=C(Nc1cccnc1)Nc1ccc(Br)cc1Cl | 10% | 3% | -1.4% | -6%
COC(=O)c1ccccc1NC(=O)Nc1nnc(N2CCCCC2C)s1 (stereo unspecified) | -13% | -11% | 0.9% | -33%[inhibitor]
CC1C(c2ccccc2)=[N+]([O-])C2(CCCC2)N1O (stereo unspecified) | -3% | -10% | -3.1% | 8%
CCOC(=O)c1cccc(NC(=O)c2cc(S(=O)(=O)N3CCCCCC3)cn2C)c1 | -1% | 1% | u | -8%[10.9 µM]
CCCN(CCC)CCNC(=O)Cn1cnc2sc(C)c(S(=O)(=O)N3CCN(c4ccccc4OC)CC3)c2c1=O | 3% | 3% | 2.7% | -14%[10.9 µM]
Cc1ccc(/C=C/c2onc(C)c2S(=O)(=O)N2CCC(C(=O)Nc3ccc(Br)c(C)c3)CC2)cc1 | -11% | 4% | -0.2% | u
COc1ccc(CN(C(=O)c2snc(C(N)=O)c2N)C(C(=O)NC(C)(C)C)c2ccco2)cc1 (stereo unspecified) | -3% | 10% | 0.5% | -9%
Cn1c(=O)n(CC(=O)O)c(=O)c2c1nc1n2CCCN1c1ccc(Cl)cc1 | 28% | -1% | -0.9% | 7%[10.9 µM]
Cn1c(SCC(=O)NC2CCCCCC2)nnc1-c1cccs1 | 10% | 5% | -0.9% | -15%

The last 5 entries of the section before come first, to join the parts.
Structure | p53ts 39C tox | p53ts 32C kill | IkB sig inh | Peg3 imprint
CCCN(CCC)CCNC(=O)Cn1cnc2sc(C)c(S(=O)(=O)N3CCN(c4ccccc4OC)CC3)c2c1=O | 3% | 3% | 2.7% | -14%[10.9 µM]
Cc1ccc(/C=C/c2onc(C)c2S(=O)(=O)N2CCC(C(=O)Nc3ccc(Br)c(C)c3)CC2)cc1 | -11% | 4% | -0.2% | u
COc1ccc(CN(C(=O)c2snc(C(N)=O)c2N)C(C(=O)NC(C)(C)C)c2ccco2)cc1 (stereo unspecified) | -3% | 10% | 0.5% | -9%
Cn1c(=O)n(CC(=O)O)c(=O)c2c1nc1n2CCCN1c1ccc(Cl)cc1 | 28% | -1% | -0.9% | 7%[10.9 µM]
Cn1c(SCC(=O)NC2CCCCCC2)nnc1-c1cccs1 | 10% | 5% | -0.9% | -15%
Nc1nc(-c2ccccc2)nn1C(=O)Cc1ccccc1 | 14% | 11% | 13% | 1%
O=C(O)c1ncc(-c2ccccc2)cn1 | 6% | -5% | -1.1% | -5%
O=S(=O)(NC1CCCCCC1)c1cccc2cccnc12 | -5% | 8% | 0.2% | -15%
CC(=O)c1cc2cc(O)ccc2o1 | 4% | -8% | 5.7% | -12%
CC(=O)c1ccc(NC(=O)c2nc3nc(C)cc(C(F)F)n3n2)cc1 | 6% | -2% | 0.4% | -7%[10.9 µM]
CC(=O)CSc1nc2ccccc2o1 | 7% | -3% | x | x
Cc1cccn2c(=O)c3cc(C(=O)Nc4ccc(Cl)c(Cl)c4)sc3nc12 | 4% | -2% | 1.2% | -6%[10.9 µM]
CCOCCCNC(=O)C(c1ccc(OC)cc1)N(Cc1cccs1)C(=O)CNC(C)=O (stereo unspecified) | 11% | 0% | 2.3% | 2%[10.9 µM]
CSC(=NS(=O)(=O)c1ccc(C)cc1)SC | -18% | 5% | -0.8% | -8%
CCCCC1(O)CC(C(F)(F)F)=NN1C(=O)COc1ccccc1 (stereo unspecified) | 0% | -18% | x | x
COc1ccc(-n2c(CNC(=O)c3ccc(S(=O)(=O)N4CCCC4)cc3)n[nH]c2=S)cc1 | -14% | 5% | -2.0% | -13%
COc1ccc(-n2c(=O)c(C)nc3cnc(Nc4ccccc4)nc32)cc1 | 2% | 4% | -4.0%[11.4 µM] | x
COc1ccc(-c2nc3c(c(SCC(=O)Nc4cccc(O)c4)n2)Cc2c(CO)cnc(C)c2O3)cc1 | -4% | 8% | -1.0% | -12%[10.9 µM]
Cc1c(C(=O)NC2CCCCC2)oc2c1C(=O)CC(C)(C)C2 | 7% | 3% | 3.1% | -7%
O=C(Cc1c(C(=O)O)[nH]c2ccccc12)NCCN1CCN(c2cccc(Cl)c2)CC1 | 5% | 0% | 1.7% | 0%
O=C(O)c1cccc(N2CCCC2)c1 | 7% | 0% | -8.8% | x
CCOc1ccc(S(=O)(=O)N(CC(=O)O)c2ccc(C)cc2)cc1 | 0% | 4% | -0.4% | -8%
CC(C)c1ccc(-c2nnn(CCC(=O)O)n2)cc1 | u | 10µM* | u | 9%
CC(C)CN(CCCNC(=O)CC1Oc2ccccc2NC1=O)CC(C)C (stereo unspecified) | -2% | -1% | 5.7% | -13%
Cc1ccc(N(C)C(=O)N2CCN(S(=O)(=O)c3ccc(C)cc3)CC2)cc1 | -2% | -4% | -1.1% | 0%
C=CC[C@@H]1C=C[C@H](O/N=C(\C)CCN2CCCCc3nc(C)c(C)cc32)[C@H](CO)O1 | 0%[9.22 µM] | 9%[9.22 µM] | x | x
O=C(CC1N=C2c3ccccc3N=C(SCc3cccc(F)c3)N2C1=O)NC1CCCCC1 (stereo unspecified) | 10% | 4% | u | -7%[10.9 µM]
COc1ccc(NC(C)=O)cc1NC(=O)CN1CCN(CC(=O)Nc2ccccc2Cl)CC1 | 0% | -4% | 0.8% | -8%
COc1ccc(N2CCN(C(=O)c3ccc(NS(=O)(=O)c4ccc(F)c(F)c4)cc3)CC2)cc1 | -4% | 7% | 0.9% | -37%[inhibitor]
CCOc1ccc(NC(=O)c2ccc(F)c(S(=O)(=O)N(CC)Cc3ccccc3)c2)cc1 | -27% | -1% | u | -22%[10.9 µM]
Cc1nc2ccc(NC(=O)Cn3cnc4c3c(=O)n(C)c(=O)n4C)cc2s1 | 1% | 1% | 1.3% | -10%
CC(C)NC(=O)c1c(O)c2ccccc2[nH]c1=O | -14% | -5% | -2.0% | -21%
NC(=O)c1cccn1Cc1ccccc1Cl | -1% | 4% | 1.3% | -6%
O=C(CSc1nc2ccccc2c(=O)[nH]1)c1ccccc1 | 22% | 14% | x | x
CC(C)c1ccc2occ(CC(=O)N(Cc3ccc(F)cc3)C3CCS(=O)(=O)C3)c2c1 (stereo unspecified) | -21% | 16% | u | -3%[10.9 µM]
O=C(NC12CC3CC(CC(C3)C1)C2)N1CC2Cc3cccc(=O)n3C(C2)C1 (stereo unspecified) | -8% | 2% | 0.0% | -9%
Cn1nnc2c(N3CCCCC3)nccc21 | 10% | -1% | -3.9% | -4%
CCOc1ccc(NC(=O)Cn2c3ncccc3c(=O)n2-c2ccc(CC)cc2)cc1 | -25% | 6% | 1.4% | 6%[10.9 µM]
COC(=O)c1ccc(Cl)cc1NC(=O)N1CCCn2nc(C)cc21 | u | -2% | -1.8% | -5%[10.9 µM]
CCN(Cc1ccccc1)C(=O)Cn1cc2c(n1)CCCC2 | 7% | -3% | 3.2% | 22%
Cc1ccc(SCCC(=O)NCc2ccco2)cc1 | 5% | 3% | 6.8% | 1%
COc1ccc(-c2nnc(SCC(=O)N(C)Cc3ccccc3)o2)cc1OC | -10% | 10% | u | -10%[10.9 µM]
COc1ccc(-c2nc(CS(=O)CC(=O)NCc3cccnc3)c(C)o2)cc1 (stereo unspecified) | -8% | -5% | -0.7% | -15%
c1cncc(-c2nn3c(-c4ccncc4)nnc3s2)c1 | 0% | -13% | 2.4% | -5%
CN1C2C=C3C(C#N)=C(N)C(C#N)(C#N)C(c4ccc(Br)cc4)C3C1CC2 (stereo unspecified) | 2% | 2% | x | x
CCOc1ccccc1CNC(=O)c1nn(C)c2c1CS(=O)(=O)c1ccccc1-2 | -16% | 4% | u | 16%[10.9 µM]
CCN(CC)c1ccc(-n2nc3cc(C)c(NC(=O)c4ccccc4F)cc3n2)cc1 | 3% | 2% | 0.6% | -9%[10.9 µM]
CCOC(=O)CN(Cc1ccccc1)S(=O)(=O)c1ccc(NC(C)=O)cc1 | 3% | 5% | 3.1% | -12%
O=C(NCCCN1CCCCCC1)c1ccc(N2CCCC2=O)cc1 | 2% | -15% | -0.4% | 5%
CC(=O)c1cccc(NC(=O)C2CCCN(S(=O)(=O)c3cccc4cccnc34)C2)c1 (stereo unspecified) | -18% | -8% | u | -15%
CCCSc1ncnc2c1oc1ccccc12 | -7% | 0% | -1.8% | -8%
O=C(c1ccc2c(c1)N(Cc1ccc(F)cc1)C(=O)c1ccccc1S2(=O)=O)N1CCCCC1 | -13% | 10% | 1.4% | -12%[10.9 µM]
CCn1c(=O)n(CC(=O)Nc2cc(OC)ccc2OC)c(=O)c2ccccc21 | 12% | -7% | -1.0% | 7%
COc1ncc2nc(-c3ccccc3)c(=O)n(-c3ccccc3)c2n1 | -4% | 2% | -0.9%[11.4 µM] | -8%
COc1cccc(C(C(=O)NC2CCCC2)N(C(=O)c2ccco2)C2CC2)c1OC (stereo unspecified) | 4% | 2% | 1.2% | 3%

Later entries
Structure | p53ts 39C tox | p53ts 32C kill | IkB sig inh | Peg3 imprint
Cc1cc(C)nc(N2CCC(C(=O)Nc3cccc(C(F)(F)F)c3)CC2)n1 | -3% | 7% | -0.3% | -16%
Cc1nc2nc(NC(=O)C(C)(C)C)[nH]n2c(=O)c1Cc1ccccc1 | -14% | 0% | 0.8% | -8%[10.9 µM]
CCN(CC)CCCN1C(=O)c2oc3ccccc3c(=O)c2C1c1cc(OC)ccc1OC (stereo unspecified) | 4% | -1% | -1.9% | -1%
O=C(CSc1nc(-c2ccccc2)[nH]c1-c1ccccc1)Nc1ccc2c(c1)OCCO2 | u | u | u | -8%[10.9 µM]
O=C(O)CSCCCC(=O)Nc1ccc(Br)cc1 | -3% | 8% | u | -9%
CCS(=O)(=O)c1oc(-c2ccc(F)cc2)nc1S(=O)(=O)c1ccccc1 | 2.5µM* | u | u | -38%[inhibitor][10.9 µM]
CN1C(=O)CC(N2CCC(C(N)=O)(N3CCCCC3)CC2)C1=O (stereo unspecified) | 2% | -1% | -0.8% | -7%
COc1ccc(NC(=O)c2cc(C(C)C)on2)c(OC)c1 | -9% | -5% | 0.1% | -17%
Cc1ccccc1-c1nnc(SCC(=O)Nc2cccc(C)c2C)o1 | -24% | -12% | 1.1% | -4%
Cc1ccc(Cn2ccc(NC(=O)c3cc(C(C)C)on3)n2)cc1 | 8% | 0% | 2.4% | -20%
CCOC(=O)CC(=O)CSc1nc2ccsc2c(=O)n1Cc1ccccc1 | -7% | 25% | 2.0% | 1%[10.9 µM]
NC(=O)c1c(NC(=O)CS(=O)(=O)c2ccc(Cl)cc2)sc2c1CCCC2 | 20% | -2% | -1.6% | 25%[10.9 µM]
